Bioassay records (PubChem)
NS3 helicase inh: HCV NS3 helicase inhibition. inhibition, % at 10.9 µM. 290,000 tested, 0.56% active. NS3 helicase DNA unwinding, Cy5 molecular beacon fluorescence. AID 1800;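 active = inhibition above the mean of all tested compounds plus 3 SD, set per campaign, cut at about 35% in these data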;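 also: 0% = DMSO wells and 100% = thioflavine S control wells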
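Compound dosing – single dose, 10.9 µM nominal final, DMSO 0.8% final · System – NS3 helicase fragment of HCV · Buffer or medium – MOPS pH 6.5, MgCl2, DTT, Tween20, BSA · Signal – Cy5 beacon fluorescence read at start and 1 h · Also added – annealed dual-labelled DNA beacon duplex, ATP-started · Schedule – 1 h at 25 °C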
VIM-2 inh: blocks Pseudomonas aeruginosa VIM-2 metallo-beta-lactamase. 290,000 tested, 0.89% active. inhibition, % at 5.6 µM. purified VIM-2, nitrocefin hydrolysis, epi-absorbance fluorescence. AID 1527;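 active = inhibition above the mean of all tested compounds plus 3 SD, cutoff set per screening run, cut at about 7.5% in these data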;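 also: red hydrolysis product quenches plate fluorescence so inhibitors raise well fluorescence; 0% = enzyme with DMSO and 100% = DMSO without enzyme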
IMP-1 inhibitor: blocks Pseudomonas aeruginosa IMP-1 metallo-beta-lactamase; purified IMP-1, nitrocefin hydrolysis, epi-absorbance fluorescence; inhibition, % at 5.6 µM; 290,000 tested, 0.45% active; AID 1556;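 active = inhibition above the mean plus 3 SD of all compounds in the same screening run, cut at about 4.5% in these data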;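 also: 0% = IMP-1 with DMSO and 100% = DMSO wells lacking enzyme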
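Assay system: purified recombinant IMP-1 beta-lactamase. Input: IMP-1 0.2 nM before substrate addition. Buffer or medium: Zinc- and detergent-supplemented HEPES buffer, pH 7.1. Schedule: 25 °C, 15 min preincubation, 25 min reaction. Signal: Epi-absorbance fluorescence, 480 nm excitation, 530 nm emission. Evaluation: percent inhibition from optical density relative to buffer-blank wells.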
IDE cell inh: inhibitors of human insulin-degrading enzyme in cells; P14735; 320,000 tested, 0.41% active; HEK cells, FAbetaB cleavage, fluorescence polarization; inhibition, % at 5.59 µM;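 active = percent inhibition above the average of all tested compounds plus 3 SD, set per screening campaign, cut at about 16% in these data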;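 also: IDE supplied by intact live HEK cells; FP after avidin binding of uncleaved biotin substrate so inhibition keeps polarization high; 0% = DMSO wells and 100% = 60 µM reference IDE inhibitor Ii1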
pCIP destab: lowers stability of the mouse p/CIP coactivator protein | 290,000 tested, 0.01% active | F442A p/CIP-EGFP cells, EGFP fluorescence, 16 h | Q05BA5 | AID 1984 | decrease of EGFP signal, % at 10 µM;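 active = EGFP signal decrease of at least 30% at 10 µM or well 3 SD below plate mean, unless failing retest; inactive = the rest, including hits failing retest or dose response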; also: some compounds called inactive have numbers as strong as hits; many of its hits are not listed in these tables
IDE cell activ: boosts human insulin-degrading enzyme activity in HEK cells. AID 493087. 340,000 tested, 0.073% active. activation, % at 5.96 µM. P14735. FAbeta-B cleavage, fluorescence polarization; 0% vehicle, 100% cell-free pure enzyme wells;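 active = activation above the mean of all tested compounds plus 3 SD, set per screening campaign, cut at about 17% in these data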
PfM18AAP inh: PfM18AAP enzyme inhibition; recombinant PfM18AAP, H-Glu-NHMec fluorogenic cleavage; inhibition, % at 7.35 µM; 290,000 tested, 1.2% active; AID 1822;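 active = inhibition above the campaign mean inhibition over all tested compounds plus 3 SD, cut at about 28% in these data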;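 also: 0% = plate median of test compound wells and 100% = 2 mM ZnCl2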
FID counter: fluorescent intercalator displacement, NS3 helicase counter-screen. 290,000 tested, 0.17% active. DNA fluorescent intercalator displacement, fluorescence. inhibition, % at 7.9 µM. AID 1845; in the data active = inhibition above about 37%;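 also: 0% = vehicle and 100% = reference compound; higher means more ethidium bromide displaced from hairpin DNA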
SUMO HTRF inh: inhibitors of human SUMOylation (UBC9). P63279. HTRF SUMOylation assay, SAE1/SAE2 + UBC9, in vitro. inhibition, % at 35 µM. AID 2006. 290,000 tested, 0.36% active; in the data active = inhibition above about 50%, passing the limit was not always enough; also: strong numbers were not always called active
Active calls of the source: *; · = not tested or not shown; & = joins results of further samples. A portion of the library (hit frequency here may not be typical).

Screens in order – NS3 helicase inh, VIM-2 inh, IMP-1 inhibitor, IDE cell inh, pCIP destab, IDE cell activ, PfM18AAP inh, FID counter, SUMO HTRF inh
Cc1nc2ccccc2c(=O)n1-c1cccc([N+](=O)[O-])c1
    2, -1.1, -4.3, 2, -3, 1, -5, -1, -9
c1cncc(C2CCCCN2)c1 (stereo not given)
    2, -1.7, -1.4, 5, -10, 8, -12, 0, 10
CSc1nnc([C@@H](N)Cc2ccccc2)o1
    -4, -0.1, -1.4, 0, -9, 11, 6, 4, -13
O=C(CCCOc1ccc(Cl)cc1Cl)N1CCC2(CC1)OCCO2
    4, -2.6, -7.4, 0, -4, -3, 1, -29, 14
CCc1ccc(/C=C(/C#N)C(N)=S)cc1
    16, 0.3, -4.9, -4, -2, -8, 12, -6, 16
CCOP(=O)(OCC)C1(O)C(=O)Nc2ccccc21 (stereo not given)
    -1, -3.3, -2.4, 7, -3, 4, 2, -4, -5
O=Cc1cn(Cc2ccccc2F)c2ccccc12
    6, 0.4, 0.0, 1, 9, 9, -1, -4, -5
Cc1nn(Cc2ccccc2Cl)c(C)c1C(=O)NC1CCCc2ccccc21 (stereo not given)
    -6, -3.1, -1.3, 3, -5, -1, 7, -25, -6
CCOc1ccc(Br)c(C2(O)CC(C)N(C)CC2C)c1 (stereo not given)
    -9, -0.3, -1.1, 0, 5, 4, -4, 7, -11
COc1cc(C=C2C(=O)NC(=O)NC2=O)ccc1OCc1ccc([N+](=O)[O-])cc1
    19, -1.4, -2.2, ·, 7, 0, 1, 12, 9
COc1ccc(-c2cc(-c3ccccc3)[n+](C)c(-c3ccccc3)c2)cc1
    -14, -3.8, -2.7, -3, -14, 2, -5, 7, 28
CC(=O)N1CC(=O)Nc2ccc(C)cc2C1c1ccccc1 (stereo not given)
    4, -1.7, -4.5, -4, -18, 2, -7, -8, 12
Cc1cc(C)c(C(=O)CN2CCOCC2)c(C)c1
    22, -1.2, -4.5, -2, -1, 1, 10, -5, -14
COc1cc2[nH]c(=O)n(-c3ccc(C)cc3)c(=O)c2cc1OC
    -4, -1.9, 0.0, ·, 12, -2, -1, -2, 20
CCC(C)n1c(C)cc(C(N)=O)c1C (stereo not given)
    -2, -1.9, -2.3, 0, 0, 11, 4, -2, 18
O=C(CN1CC(c2ccccc2)CC1=O)Nc1ccc(F)cc1 (stereo not given)
    -8, 0.4, -2.2, 6, -6, 3, -5, 1, -3
O=C1/C(=C/c2ccc3c(c2)OCO3)N2CCC1CC2
    0, -2.2, -2.3, -5, 6, 2, 2, 4, 2
CCn1c(=O)cc(OCC(=O)N2CCN(Cc3ccc4c(c3)OCO4)CC2)c2ccccc21
    -7, -2.6, -4.0, 1, 4, 2, 3, -23, -29
O=c1c2ccccc2nc(-c2ccco2)n1-c1ccc(Br)cc1
    -6, -3.5, -3.0, 1, -3, 6, -4, -10, 7
CCOC(=O)C1(CCOc2ccccc2)CCN(C(C)CSC)CC1 (stereo not given)
    -7, -3.2, -0.8, 0, -3, 2, 0, 1, 9
O=C1NC(=O)C(=Cc2ccc(-c3ccc(S(=O)(=O)N4CCOCC4)cc3)o2)C(=O)N1
    42*, -0.5, 5.4*, 2, -7, 1, -4, 10, 13
COc1ccccc1N(CC(=O)NC1CCCC1)C(=O)c1cnn(C(C)C)c1
    -4, -2.9, -2.8, 4, 3, 3, 2, -18, 7
Cc1nn(Cc2ccccc2)c(Cl)c1C(=O)NC1CCCc2ccccc21 (stereo not given)
    14, -2.1, -1.4, 0, -7, 1, 3, -44, -2
CC(=O)Nc1ccc(C(=O)C(Cc2ccccc2)N(C)C)cc1 (stereo not given)
    4, -3.7, -2.9, 4, -14, 1, 11, -7, 22
CCN(CC)CCCN=C(C)c1c(O)n(-c2ccccc2)c(=O)[nH]c1=O
    4, 0.7, -0.6, -2, -8, -2, 10, 2, 17
N#Cc1ccc(N2CCNCC2)c(F)c1
    4, -3.7, -1.9, 3, -7, 4, -2, -7, 5
Cc1ccsc1/C=C1\C(=O)NC(=S)N(C)C1=O
    8, 1.1, 1.9, 6, 3, 3, 7, 3, 13
CC(C)CN1CCN(Cc2c(F)cccc2Cl)CC1CCO (stereo not given)
    10, 1.1, -1.4, -4, -13, 0, 2, 6, 11
O=c1[nH]c(=O)n(Cc2ccco2)c(O)c1C=NC1CC1
    1, 0.3, -1.9, 0, -18, 6, -1, -3, 27
O=c1cccc2n1CC1CC2CN(C(c2cccc(F)c2)c2sc3ncnn3c2O)C1 (stereo not given)
    8, 3.1, -4.8, -1, -6, -4, 3, -11, 4

Whole records as entered above. Order of values: NS3 helicase inh, VIM-2 inh, IMP-1 inhibitor, IDE cell inh, pCIP destab, IDE cell activ, PfM18AAP inh, FID counter, SUMO HTRF inh
`CC(=O)Nc1ccc(C(=O)C(Cc2ccccc2)N(C)C)cc1` (stereo not given) is listed with 4, -3.7, -2.9, 4, -14, 1, 11, -7, 22
`CCOC(=O)C1(CCOc2ccccc2)CCN(C(C)CSC)CC1` (stereo not given) is listed with -7, -3.2, -0.8, 0, -3, 2, 0, 1, 9

The main list resumes, starting two compounds before the break.
Screens in order – NS3 helicase inh, VIM-2 inh, IMP-1 inhibitor, IDE cell inh, pCIP destab, IDE cell activ, PfM18AAP inh, FID counter, SUMO HTRF inh
O=c1[nH]c(=O)n(Cc2ccco2)c(O)c1C=NC1CC1
    1, 0.3, -1.9, 0, -18, 6, -1, -3, 27
O=c1cccc2n1CC1CC2CN(C(c2cccc(F)c2)c2sc3ncnn3c2O)C1 (stereo not given)
    8, 3.1, -4.8, -1, -6, -4, 3, -11, 4
Cc1ccc(S(=O)(=O)N(c2cc(Cl)c(O)c(Cl)c2)P(=O)(OC(C)C)OC(C)C)cc1
    17, 0.3, -0.1, 3, -5, -1, -5, -37, -3
O=CC(Br)P(=O)(N1CCOCC1)N1CCOCC1 (stereo not given)
    -2, -0.8, -0.8, -8, 2, ·, 8, -1, 28
CCC(=NC(C)c1ccccc1)c1c(O)[nH]c(=O)[nH]c1=O (stereo not given)
    -11, -2.3, -0.6, 2, 6, 3, 3, -7, -12
CN1C(=O)C(Cc2ccc3c(c2)OCO3)C(=O)N(C)C1=O
    -3, -2.1, -2.4, 6, -22, ·, 34*, 8, 15
CCC(=Nc1ccc(OC)cc1OC)c1c(O)n(C2CCCCC2)c(=O)[nH]c1=O
    23, 0.0, -5.1, -2, -2, -1, -6, -7, -18
COc1cc(C(=O)Nc2ccc(Br)cc2C(=O)c2ccccc2)cc(OC)c1OC
    -2, -1.2, -2.4, 6, -2, -4, 2, -2, -2
COc1ccccc1Oc1c(C)oc2cc(OC(=O)N(C)C)ccc2c1=O
    -7, -4.1, -1.9, 3, -7, 3, 4, -33, 11
COc1ccc(CN2C(=O)CC(=O)NC2=S)cc1
    11, -4.7, -4.2, -3, -14, -1, 2, -14, -5
CCOC(=O)C1CCN(/C=C2\C(=O)NC(=S)N(CC)C2=O)CC1
    -14, -1.6, -3.1, 0, 25, -2, 5, -3, 0
Cc1cc(OCC(=O)N2C[C@H]3C[C@@H](C2)c2cccc(=O)n2C3)c2c(C)c(C)c(=O)oc2c1
    4, 1.0, -1.2, -6, -2, -1, -2, -16, 22
c1cncc(C2CCCCN2Cc2ccc3c(c2)OCO3)c1 (stereo not given)
    -6, -2.9, -3.3, 2, -20, 3, 3, 2, 14
COc1ccc(N2C(=O)NC(=O)/C(=C\c3cn(CC(=O)N4CCOCC4)c4ccccc34)C2=O)c(OC)c1
    9, -0.7, -4.6, 0, -16, -3, 19, -32, 5
Cc1ccc(S(=O)(=O)N2CCCC2c2cccnc2)cc1 (stereo not given)
    -5, -2.6, -3.5, 1, -8, 1, 5, -6, -3
O=C(c1ccc(CS(=O)(=O)c2ccc(Br)cc2)o1)N1CCC2(CC1)OCCO2
    -11, -0.8, -3.7, 1, 9, 2, 0, -20, 12
CC1CCC(C(C)C)C(OC(=O)COC(=O)c2ccccc2N)C1 (stereo not given)
    1, 1.8, -4.0, -1, -6, 2, 2, -14, -3
CCC(=Nc1ccc2c(c1)CCC2)c1c(O)n(C)c(=O)n(C)c1=O
    ·, ·, ·, 9, -6, -1, ·, ·, 9
C=CCN1CC[C@]23c4c5ccc(O)c4O[C@H]2C(=O)CC[C@@]3(O)[C@H]1C5
    0, 0.7, -0.5, 4&-1, -15, 4&4, -2, -2, 13
O=P(Nc1ccccc1)(Nc1ccccc1)Oc1ccc(Cl)cc1
    7, -5.4, -2.5, -2, -6, 5, 11, -21, -8
CN1CCc2nc(SCc3ccccc3Br)c(C#N)cc2C1
    -9, 3.2, 2.0, -6, -14, 3, 2, 8, 26
COc1ccccc1N1CCN(Cc2ccccc2Cl)CC1
    -1, -4.8, -4.6, 1, 5, -2, 5, 4, 7
Cn1c(O)c(C=Nc2cccc(C(F)(F)F)c2)c(=O)n(C)c1=O
    9, -2.0, -1.9, 9, -23, 1, 0, -5, 20
O=P(/C(=N/O)N1CCCCC1)(N1CCOCC1)N1CCOCC1
    6, -1.1, -5.0, 1, -15, 2, 4, 2, 17
CN1C(=O)CN=C(c2ccccc2)c2cc(Cl)ccc21
    -7, -2.1, -1.8, ·, -10, ·, -1, -16, 2
O=C1CC(=O)N(c2ccc(Cl)cc2)C(=O)N1
    17, 0.8, -2.7, -1, -12, -1, -9, -10, 12

Given in CSV form: 3 of the compounds above
SMILES,NS3 helicase inh,VIM-2 inh,IMP-1 inhibitor,IDE cell inh,pCIP destab,IDE cell activ,PfM18AAP inh,FID counter,SUMO HTRF inh
COc1ccc(CN2C(=O)CC(=O)NC2=S)cc1,11,-4.7,-4.2,-3,-14,-1,2,-14,-5
CCOC(=O)C1CCN(/C=C2\C(=O)NC(=S)N(CC)C2=O)CC1,-14,-1.6,-3.1,0,25,-2,5,-3,0
Cc1cc(OCC(=O)N2C[C@H]3C[C@@H](C2)c2cccc(=O)n2C3)c2c(C)c(C)c(=O)oc2c1,4,1.0,-1.2,-6,-2,-1,-2,-16,22
